# Compound activity deposited in PubChem by The Scripps Research Institute Molecular Screening Center.
# FBW7 act: activators of human E3 ligase FBW7; AlphaScreen FBW7–phospho-cyclin E peptide binding, activator screen; normalized activity (activation), % at 26.1 µM; 650,000 tested, 0.13% active; AID 1259310; in the data active = normalized activity above about 1.9%;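 also: purified mutant Fbw7 with reduced substrate affinity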
# GPR151 activ: activates the human receptor GPR151 | PathHunter beta-arrestin GPR151 cells, luminescence | 650,000 tested, 1% active | Q8TDV0 | AID 1508602 | activation, % at 11.2 µM; in the data active = activation above about 4.9%;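 also: 0% = median of compound wells and 100% = cells with positive control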
# Target sequence (Q8TDV0 whole entry, looked up): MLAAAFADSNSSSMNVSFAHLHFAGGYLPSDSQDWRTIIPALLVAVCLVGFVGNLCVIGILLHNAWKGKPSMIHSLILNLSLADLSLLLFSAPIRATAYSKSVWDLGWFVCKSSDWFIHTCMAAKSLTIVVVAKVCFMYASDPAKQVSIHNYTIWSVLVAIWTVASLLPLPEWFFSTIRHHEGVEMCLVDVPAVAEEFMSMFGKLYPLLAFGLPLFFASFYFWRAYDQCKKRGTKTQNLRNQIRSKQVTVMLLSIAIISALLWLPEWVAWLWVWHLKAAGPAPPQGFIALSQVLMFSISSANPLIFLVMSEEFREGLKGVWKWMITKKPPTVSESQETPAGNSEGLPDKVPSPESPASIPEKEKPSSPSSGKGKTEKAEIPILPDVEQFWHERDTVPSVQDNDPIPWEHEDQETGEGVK
# MITF primary: blocks human microphthalmia-associated transcription factor; O75030; AlphaScreen MITF homodimerization, bead proximity signal; inhibition, % at 2.6 µM; 650,000 tested, 0.91% active; in the data active = inhibition above about 50%;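 also: 0% = vehicle wells with protein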
# TEAD-YAP inh: TEAD-YAP interaction inhibition; inhibition, % at 9.12 µM; HEK-TIYL cells, TEAD-Gal4/YAP UAS-luciferase luminescence; 640,000 tested, 1.4% active; AID 1259422; in the data active = inhibition above about 32%;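 also: 0% = median of test compound wells and 100% = reference inhibitor wells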
# Starred values were filed as active, the others as inactive; · = no result given.
SMILES,FBW7 act,GPR151 activ,MITF primary,TEAD-YAP inh
CC(=O)N1CCN(Cc2ccc3c(c2)CN(C/C(C)=C/c2ccco2)CCO3)CC1,0.0,-0.6,-2,-2
Cc1ncn(-c2ccc(Nc3cc(-c4nocc4-c4cncnc4)ccn3)cc2)n1,-0.2,1.8,6,-5
COCCN1C(=O)c2[nH]nc(-c3ccccc3O)c2C1c1ccc(SC)cc1 (centres undefined),0.4,0.0,-4,8
O=c1[nH]nc(N/N=C/c2ccccc2Cl)c(=O)[nH]1,-0.1,0.1,-2,4
Cc1ccc(NC(=O)Cn2c(=O)n(Cc3ccc(F)cc3)c(=O)c3cccnc32)cc1C,0.0,0.4,-8,1
COc1ccc(-c2cc(C(F)(F)F)n3nc(C(=O)Nc4ccc(Cl)c(Cl)c4)cc3n2)cc1,0.0,1.5,7,-3
COc1ccc(-c2cc(=O)c3ccccc3o2)cc1OC,0.4,1.4,1,-23
COc1cc(NC(=S)Nc2ccc(S(N)(=O)=O)cc2)c(OC)cc1Cl,0.1,-0.8,4,-13
N#CC1=C(N)Oc2n[nH]c(-c3ccc4ccccc4c3)c2C1c1ccc([N+](=O)[O-])cc1 (centres undefined),-0.5,0.6,11,8
COc1ccc(OC)c(NC(=O)Cc2noc3ccc(C)cc23)c1,0.2,-0.2,-4,5

# Taken from above:
# O=c1[nH]nc(N/N=C/c2ccccc2Cl)c(=O)[nH]1 | GPR151 activ: 0.1
# COc1ccc(-c2cc(=O)c3ccccc3o2)cc1OC | FBW7 act: 0.4

# The main list resumes; the 6 compounds before the break are reprinted first.
SMILES,FBW7 act,GPR151 activ,MITF primary,TEAD-YAP inh
Cc1ccc(NC(=O)Cn2c(=O)n(Cc3ccc(F)cc3)c(=O)c3cccnc32)cc1C,0.0,0.4,-8,1
COc1ccc(-c2cc(C(F)(F)F)n3nc(C(=O)Nc4ccc(Cl)c(Cl)c4)cc3n2)cc1,0.0,1.5,7,-3
COc1ccc(-c2cc(=O)c3ccccc3o2)cc1OC,0.4,1.4,1,-23
COc1cc(NC(=S)Nc2ccc(S(N)(=O)=O)cc2)c(OC)cc1Cl,0.1,-0.8,4,-13
N#CC1=C(N)Oc2n[nH]c(-c3ccc4ccccc4c3)c2C1c1ccc([N+](=O)[O-])cc1 (centres undefined),-0.5,0.6,11,8
COc1ccc(OC)c(NC(=O)Cc2noc3ccc(C)cc23)c1,0.2,-0.2,-4,5
CCOC(=O)c1sc(NC(=O)CSc2nnc(CNC(=O)Cc3ccccc3)n2C2CCCCC2)c(C(=O)OCC)c1C,0.3,-0.8,-14,-5
CCOc1ccc(Cl)cc1S(=O)(=O)NC1CC(C)(C)NC(C)(C)C1,0.7,-0.4,2,9
Cc1cccc(NCC(=O)N/N=C/c2cccc(O)c2)c1,0.0,2.0,1,7
COCc1cc(CN2CCN(Cc3ccccc3)C(CCO)C2)ccc1OC (centres undefined),-0.1,0.3,4,-1
COC(=O)NNC1=CC(=O)CC(C)(C)C1,0.0,0.0,-7,4
O=C(CN(Cc1ccc(Cl)cc1)S(=O)(=O)c1cccnc1)NC1CCCCC1,0.5,-0.6,19,-7
Cc1ccccc1CSc1nc2ccsc2c(=O)n1-c1ccc(Cl)cc1,0.1,0.0,-3,-7
O=C1OC(c2ccc([N+](=O)[O-])cc2)=N/C1=C\C=C\c1ccccc1[N+](=O)[O-],0.3,2.7,-1,10
CCOC(=O)N1C2=NC(C(=O)OC)=C(C(=O)OC)[C@@H]3Nc4ccccc4[C@]23C[C@H]1C(=O)OC,-0.1,-0.7,-9,·
Cc1cccc(NC(=O)N2CCC(c3nnc(C4CC4)s3)CC2)c1,3.1*,0.4,9,-1
CCOc1ccccc1C(=O)OCC(=O)NC(C)(C)C,0.5,2.4,2,-11
CCOc1ccc(/C=C2\C(=O)NN(c3cccc(Cl)c3)C2=O)cc1OC,-0.3,-0.2,-3,-3
COC(=O)c1ccc(/C(O)=C(\C#N)c2nc3ccccc3s2)cc1,0.2,0.4,7,-16
COCCn1c(=NC(=O)c2ccc(Cl)s2)sc2cc(OC)c(OC)cc21,0.0,-1.3,-12,-22
CN(c1nc2c(s1)CCCC2)S(C)(=O)=O,0.0,1.2,5,-3
COC(=O)c1cn(NC(=O)C(c2ccccc2)C2CCCC2)c(=O)c2ccccc12 (centres undefined),-0.1,-0.6,-11,-6
CN1CCc2c(sc(NC(=O)c3sc4ccccc4c3Cl)c2C(N)=O)C1,0.0,2.2,10,-17
COc1ccc(OC)c(C2CC(=O)NC(SC)=C2C#N)c1 (centres undefined),-0.1,-0.3,2,3
COc1cccc(C(=O)Nc2cc(C(C)(C)C)ccc2C(C)=O)c1,0.6,5.2*,15,6
CC(Oc1ccccc1)C(=O)Nc1ccc(S(=O)(=O)NCCc2ccccc2)cc1 (centres undefined),0.3,0.6,18,7
COc1ccc(CNC(=O)CC(C)C)cc1,0.0,-0.1,4,-3
O=C(Nc1ccc2c(c1)OCO2)C1CCN(C(=O)c2ccc(Br)cc2)CC1,0.0,-1.3,5,-5
Cc1cnc(NC(=O)c2cc(F)c(F)cc2Cl)s1,0.6,-1.7,18,-31
COc1ccc2c(c1)C(=O)N(C)C(=O)C2,-0.1,-1.0,4,0
CCc1cccc(NC(=O)c2nccnc2C(=O)O)c1,-0.1,0.7,-1,-2
O=C(c1ccccc1[N+](=O)[O-])N1CC(=O)N(CCc2ccccc2)C(=O)C1,-0.1,0.4,8,6
Nc1ccc(C(=O)CC(=O)Nc2ccc(C(=O)O)cc2)cc1,0.0,0.6,-17,9
Oc1ccc(CCNc2nc(NC3CCC(O)CC3)nc3c2ncn3Cc2ccc(C(F)(F)F)cc2)cc1 (centres undefined),0.4,-0.4,16,11
CCOC(=O)CN(C)C1CCC(=O)N(Cc2ccc(C)cc2)CC1 (centres undefined),-0.2,1.2,-6,-2
Cc1ccc(-n2c(SCC(N)=O)nnc2-c2ccc(O)cc2)c(C)c1,-0.2,-1.2,-2,1
CNc1c(NC(=O)c2cccs2)c(=O)oc2ccccc12,0.1,0.1,-7,1
COc1ccc(CCN(Cc2ccccn2)C(=S)Nc2cccc(C(F)(F)F)c2)cc1OC,-0.5,0.5,-3,6
CCN(C(=O)c1nn(C)cc1[N+](=O)[O-])c1ccccc1,0.0,-0.9,10,-3
Cn1c2ccccc2c2c(C(=O)N3CCCCC3)cn(C3CCCC3)c(=O)c21,-0.3,1.2,-11,-10
Cc1ccc(Nc2nc(NCCN3CCOCC3)nc3c2cnn3C)cc1C,0.1,-0.9,-3,0
CCOc1ccc(S(=O)(=O)N2CCN(C(=O)[C@H](C)NC(N)=O)CC2)cc1,-0.1,0.1,2,-4
CCc1ccccc1N1C(=O)C2C3C=CC(C3)C2C1=O (centres undefined),0.1,0.4,-6,-10
COC(=O)c1cnc(SCc2nc(OC)cc(OC)n2)n1C,0.0,0.5,12,-1
CN(C1CCCCC1)S(=O)(=O)c1ccc(S(=O)(=O)n2cnc3ccccc32)cc1,0.0,-0.3,-3,7
COC(C)(C)/C=C(\N)C(=O)c1ccccc1,-0.5,1.1,-14,-30
COCC(=O)Nc1ccc(S(N)(=O)=O)cc1,-0.1,-0.3,11,6
CC(c1ccccc1)n1c(N)c(C#N)c2nc3ccccc3nc21 (centres undefined),0.1,-0.7,-1,3
FC(F)(F)c1cccc(CNc2ccc(Br)cn2)c1,0.6,0.8,17,11
COC(=O)c1ccc(C(=O)OC)c(N2C(=O)CC(Sc3ccccc3N)C2=O)c1 (centres undefined),-0.1,1.6,0,-1
Cc1ccc2oc(=O)c3cc(C(=O)N(C)Cc4ccco4)sc3c2c1,-0.2,0.0,-12,2
Fc1ccc(-c2nc3cnccn3c2NCc2ccco2)cc1,0.3,-1.0,-4,-4
CCn1c(=NC(=O)CN2C(=O)c3ccccc3C2=O)sc2cccc(F)c21,0.1,0.5,-6,0
CC(=O)Nc1ccc(N2C(=O)CC(NCCc3ccc(Cl)cc3)C2=O)cc1 (centres undefined),-0.1,-1.9,-5,8
COc1cccc(-n2nc(C(=O)NC3CCCCCC3)c3ccccc3c2=O)c1,0.0,3.5,-2,-2
Nc1ncnc2nc(SCC(=O)Nc3cccc(C(F)(F)F)c3)[nH]c12,-0.1,0.2,2,-4

# Record cards, from the list above:
# COC(=O)c1ccc(C(=O)OC)c(N2C(=O)CC(Sc3ccccc3N)C2=O)c1 (centres undefined) across the screens: FBW7 act = -0.1; GPR151 activ = 1.6; MITF primary = 0; TEAD-YAP inh = -1
# COCC(=O)Nc1ccc(S(N)(=O)=O)cc1 across the screens: FBW7 act = -0.1; GPR151 activ = -0.3; MITF primary = 11; TEAD-YAP inh = 6

# Next section:
SMILES,FBW7 act,GPR151 activ,MITF primary,TEAD-YAP inh
Cc1cc(=O)[nH]c(SCC(=O)Nc2cccc(C(F)(F)F)c2)c1C#N,-0.1,0.4,6,17
Nc1nc(SCC(=O)NC2CCCCC2)[nH]c(=O)c1NC(=O)c1cccs1,1.4,-0.4,14,7
CC(=O)C1=C(O)C(=O)N(c2cccnc2)C1c1ccc(Cl)cc1 (centres undefined),-0.1,-0.2,-8,12
COc1ccccc1NC(=O)CCSc1ccccc1,0.0,0.1,3,-17
CC(=O)NS(=O)(=O)c1ccc(NC(=O)COc2ccc(Br)cc2)cc1,0.2,5.8*,7,6
O=c1[nH]c2ccc(S(=O)(=O)Nc3ccc(Cl)cc3Cl)cc2o1,-0.1,-1.4,4,9
Cc1ccccc1NCN1C(=O)c2cccnc2C1=O,0.1,1.0,19,3
Cc1ccc(C(=O)N2CCN(C)CC2)cc1C,0.0,0.5,2,2
O=C1NC(=S)NC(=O)C1=Cc1cn(-c2ccccc2)nc1-c1cccs1,-0.1,-0.8,75*,-11
S=c1[nH]nc(-c2ccc(Cl)cc2)n1-c1ccccc1,0.1,-1.5,12,15
Cc1nc(NCCN2CCOCC2)c2sc3nc4c(cc3c2n1)COC(C)(C)C4,-0.3,0.6,-6,-25
COCCNC(=O)CSc1nnc2[nH]c(=O)cc(C)n12,0.2,-2.9,13,3
CCOC(=O)C1=C(O)/C(=C/c2ccc(C)o2)SC1=NC(=O)c1ccc(C)cc1,0.1,0.1,0,-2
Cc1cc(OCC(=O)Nc2ccc3c(c2)OCO3)ccc1Cl,-0.1,0.2,-1,-12
O=C1c2ccccc2C(=O)N1CCOc1ccc(Br)cn1,0.1,6.0*,-3,-2
COCCNc1ccc(N2C(=O)CCCC2=O)cc1[N+](=O)[O-],-0.2,0.5,3,-3
CCOC(=O)CN1C(=O)S/C(=C/c2ccc(O)c([N+](=O)[O-])c2)C1=O,-0.2,1.3,14,8
O=C(C1CC1)N1CCC2(CC1)OCc1cc(-c3cccc(F)c3)ccc1O2,-0.1,0.1,-6,-5
O=C(O)CCCCCN=C1NS(=O)(=O)c2ccccc21,0.1,-0.4,6,-2
CCOC(=O)c1cnc2ccc(OCC)cc2c1Nc1cccc(Cl)c1,-0.3,0.0,7,0
CN(C)CCN1CCN(c2nccnc2-c2ccc(F)c(Cl)c2)CC1,-0.3,-1.3,-12,4
COc1nc(C)cc(Nc2ccccc2)n1,-0.2,2.3,4,-9
O=C(O)c1ccc(Nc2nc3ccc(Cl)cc3n3cnnc23)cc1,0.0,1.1,1,2
